Compound activity deposited in PubChem BioAssay by National Center for Advancing Translational Sciences (NCATS).
D3 antag: qHTS of D3 Dopamine Receptor Antagonist: qHTS; D(3) dopamine receptor (Homo sapiens), P35462; D3R cells, DiscoveRx beta-arrestin luminescence, antagonist mode; stronger effect = lower value; max response, negative = inhibition, %; hit rate 2.5% among 360,000; AID 652054, 2013; in the data active = max response below about -50%; inconclusive = no clear call, values can overlap the other calls; note: % is set by controls: 0 for no effect and ±100 for the full control effect; mostly tested at two doses, the higher about 12 µM
Target sequence (P35462 whole entry, looked up): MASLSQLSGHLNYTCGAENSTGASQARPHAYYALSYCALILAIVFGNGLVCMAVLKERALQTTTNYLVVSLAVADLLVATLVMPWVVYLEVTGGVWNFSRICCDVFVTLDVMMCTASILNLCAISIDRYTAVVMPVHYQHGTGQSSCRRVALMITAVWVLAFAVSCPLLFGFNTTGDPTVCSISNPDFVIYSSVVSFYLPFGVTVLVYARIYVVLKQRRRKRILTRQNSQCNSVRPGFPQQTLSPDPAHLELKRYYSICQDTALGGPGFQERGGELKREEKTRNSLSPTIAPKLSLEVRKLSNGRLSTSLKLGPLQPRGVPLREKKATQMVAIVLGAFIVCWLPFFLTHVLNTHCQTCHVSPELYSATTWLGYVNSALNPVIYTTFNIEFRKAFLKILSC
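Cells expressing the human receptor were seeded at 1500 cells/well, incubated overnight at 37 degrees C in 5% CO2, then exposed to library compounds with dopamine controls for 90 minutes at 37 degrees C before luminescent detection.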
CCT modulator: High-Throughput Screening for Modulators of Cytosolic Chaperonin Activity; purified chaperonin ATPase assay, HTRF ADP detection, 30 min; AID 651819, 2012; activity change, % (no concentration beside the values), hits read low; hit rate 0.3% among 360,000; in the data active = activity change below about -30%; note: % is set by controls: 0 for no effect and ±100 for the full control effect
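Enzyme 40 or 20 nM (batch-dependent) in Tris pH 7.4/KCl/MgCl2/DTT; cpd 76 uM single point; ATP 10 uM; 30 min 37 °C; Transcreener ADP HTRF detection, 30 min RT; ratio 665/615.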
MmCpn inh: Inhibitors of TCP-1 ring complex (TRiC) of Methanococcus maripaludis (MmCpn): qHTS; hit rate 0.031% among 330,000; AID 504842, 2011; purified Mm-Cpn ATPase, ADP Transcreener TR-FRET; Potency, µM (top dose mostly 76.9 µM), without a hit: at the highest dose activity, negative = inhibition, usual class: inhibitors; note: potency is the fitted concentration of half-maximal effect; % is set by controls: 0 for no effect and ±100 for the full control effect; nearly all actives have a fitted effect of over 80% in size
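Purified archaeal Mm-CPN (25nM final) preincubated 10 min at 37degC with compound, then 10uM ATP for 30 min at 37degC; ADP measured by HTRF Transcreener TR-FRET; buffer 30 mM TRIS pH 7.4, 100mM KCl, 5mM MgCl2, 1mM DTT.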
D3 ag: qHTS of D3 Dopamine Receptor Agonist: qHTS | AID 652048, 2013 | max activation, % | hit rate 0.58% among 410,000 | D3R DiscoveRx beta-arrestin cells, luminescence, 90 min | D(3) dopamine receptor (Homo sapiens), P35462; in the data active = max activation above about 30%; note: 0% is about no effect; mostly tested at two doses, the higher about 12 µM
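Agonist-mode cell screen: cells plated at 1500/well and incubated overnight at 37 °C, then exposed to library compounds for 90 min at 37 °C. Detection reagent was added for 30–60 min at room temperature, and luminescence was read.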
Akt phos inh: HTS Assay for Inhibitors of Akt Phophorylation: Primary Screen | activity change, % for hits at 50 µM | AID 651550, 2012 | Neuro2A IGF-stimulated pAkt S473 HTRF, 20 min; stronger effect = lower value | hit rate 0.32% among 360,000; in the data active = activity change below about -80%; inconclusive = mostly about -51% to -80%; note: % is set by controls: 0 for no effect and ±100 for the full control effect
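Neuro2A cells (4,500/well, DMEM with 0.5% FBS) were treated with compound at a single 50 µM final concentration, stimulated with 6 nM IGF for 20 min at 37 °C, and lysed. Phospho-Akt Ser473 was read by HTRF as 665/615 ratio ×10^4.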
EPAC2 antag: qHTS for Antagonist of cAMP-regulated guanine nucleotide exchange factor 2 (EPAC2): primary screen; Rap guanine nucleotide exchange factor 4 (Homo sapiens), Q8WZA2; EPAC2 GEF exchange of Rap1B-BODIPY-GDP, fluorescence; Potency, µM (doses to about 114 µM), inactives show top-dose activity, negative = inhibition, hits mostly inhibitors; hit rate 0.18% among 360,000; AID 720708, 2013; note: potency is the fitted concentration of half-maximal effect; % is set by controls: 0 for no effect and ±100 for the full control effect; nearly all actives have a fitted effect of over 45% in size; many of its hits are not listed in these tables
PTHR1 ag: qHTS for PTHR1 Agonists: Primary Screen | HEK293 GP2 PTHR1 cells, GloSensor cAMP luminescence, 1 h | Potency, µM (highest dose often 115 µM), for inactives: at the highest dose activation, actives largely listed as activators | hit rate 0.075% among 410,000 | AID 743266, 2014; note: potency is the fitted concentration of half-maximal effect; nearly all actives have a fitted effect of over 55% in size; some results filed as inactive show a strong effect at the top dose; inactives centre near -15; many of its hits are not listed in these tables
Target sequence (Q03431 whole entry, looked up): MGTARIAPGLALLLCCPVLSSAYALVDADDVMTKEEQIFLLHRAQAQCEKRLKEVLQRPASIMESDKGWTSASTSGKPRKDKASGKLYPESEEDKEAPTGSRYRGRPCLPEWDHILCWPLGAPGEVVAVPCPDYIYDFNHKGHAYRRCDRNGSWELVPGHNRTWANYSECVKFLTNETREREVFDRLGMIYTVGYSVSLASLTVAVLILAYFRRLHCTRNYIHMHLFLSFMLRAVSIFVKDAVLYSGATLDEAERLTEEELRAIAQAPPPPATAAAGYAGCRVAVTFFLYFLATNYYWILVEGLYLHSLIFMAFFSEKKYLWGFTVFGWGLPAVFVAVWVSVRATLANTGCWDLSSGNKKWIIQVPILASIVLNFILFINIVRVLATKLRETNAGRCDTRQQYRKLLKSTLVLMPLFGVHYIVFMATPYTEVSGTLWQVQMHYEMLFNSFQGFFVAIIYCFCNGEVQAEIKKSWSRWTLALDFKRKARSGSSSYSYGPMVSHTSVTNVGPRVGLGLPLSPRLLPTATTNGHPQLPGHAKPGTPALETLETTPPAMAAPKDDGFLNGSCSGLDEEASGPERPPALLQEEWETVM
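HEK-293-derived GP2 cells expressing PTHR1 and a GloSensor cAMP reporter, 3,000/well, plated overnight, given luciferin plus IBMX (each 0.5 mM as added) for 1 h at 37 °C, then compound for 1 h at 37 °C. Luminescence was read after 15 min at room temperature.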
EPAC2 agonist: qHTS for Agonist of cAMP-regulated guanine nucleotide exchange factor 4 (EPAC2): primary screen. EPAC2 activation, biochemical qHTS; response scale: 100% = 6.5 mM cAMP response. Potency, µM (doses to about 154 µM), inactives show at the highest dose activation, usual class: activators. hit rate 0.079% among 360,000; note: potency is the fitted concentration of half-maximal effect; nearly all actives have a fitted effect of over 50% in size
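qHTS, titration series. 100 nM EPAC2 / 250 nM Rap1B-BODIPY-GDP / 50 uM GDP; RT; ex 480/em 540 nm, 5-min reads to 30 min. Norm. to 6.5 mM cAMP = activation.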
Active calls of the source: *; i = inactive; ? = inconclusive; . = not tested or not shown; & = joins results of further samples; [ ] = remark or other dose. Unless noted, calls come from the whole dose curve; as a rule, active = well fitted curve in the direction sought with a large enough effect; inconclusive = small, poorly fitted or top-dose-only effect, or another doubt; inactive = no such curve, though single readings can be large; an effect the other way counts as inactive or inconclusive.

SMILES | D3 antag | CCT modulator | MmCpn inh | D3 ag | Akt phos inh | EPAC2 antag | PTHR1 ag | EPAC2 agonist
O=[N+]([O-])c1ccc(N2CCN(c3ccc(O)cc3)CC2)c(Cl)c1 | -1.9 | 2.5 | 1.2% | 2.1 | i | 7.4% | -21.4% | 4.6%
CC(=O)C[C@@H](O)CC(=O)[C@@H]1OC(=O)CCCCCCc2ccccc21 | -10.5 | -2.1 | 1.5% | -6.0 | i | 22.5% | 18.7% | 4.5%
CC(/C=N/NC(=O)c1n[nH]c2c1CCC2)=C\c1ccccc1 | 0.0 | 0.3 | 0.6% | -1.1 | i | -3.3% | i | 4.9%
CC(C)Oc1ccc(S(=O)(=O)N2CCOCC2)cc1NC(=O)C1=NN(c2ccccc2)C(=O)CC1 | -5.8 | 1.1 | -1.1% | 0.4 | i | 7.0% | i | 14.3%
CC(C)(C)N1CSC(=S)N(Cc2ccccc2)C1 | 12.9 | -1.4 | -1.1% | 1.4 | i | 11.2% | i | 1.8%
COc1cc(OC)nc(NC2OC(=O)c3ccccc32)n1 (centres undefined) | -9.6 | -0.1 | 0.0% | -7.5 | i | 4.0% | i | 4.1%
Cc1ccc(NC(=O)CSc2ncn[nH]2)c([N+](=O)[O-])c1 | 1.2 | -0.6 | -2.6% | -16.1 | i | -4.7% | -14.0% | -3.0%
O=C(Nc1ccc(-n2cnnn2)cc1)C1CCC1 | -11.8 | -0.2 | 2.2% | 6.1 | i | -0.4% | i | 5.3%
O=C(Nc1ccc(S(=O)(=O)N2CCCCC2)cc1)c1ccco1 | -5.8 | 1.5 | -1.7% | 2.6 | i | -1.4% | -10.9% | 3.8%
CCCC(=O)Nc1cc(-c2nn(C)c(=O)c3ccccc23)ccc1N1CCOCC1 | -6.6 | 0.4 | 0.8% | 0.0 | i | -4.7% | -2.0%[57.5 µM] | 1.6%
NC(=S)N/N=C\c1ccccc1OCc1ccccc1 | -53.8* | 0.7 | 0.2% | -5.0 | i | -11.4% | i | 12.7%
CCOc1ccc(N2CC(C(=O)OCC(=O)NCc3ccccc3)CC2=O)cc1 (centres undefined) | -0.5 | -0.6 | 1.2% | -7.1 | i | 9.5% | i | 12.4%
O=C(c1ccccc1)N1N=C(c2ccccc2)CC1c1cccs1 (centres undefined) | 2.4 | -0.5 | ? | 5.8 | i | -15.7% | i | 5.0%
CCCc1nnc(NC(=O)CCC(=O)NCc2ccccc2)s1 | -0.5 | -2.4 | -1.3% | -2.4 | . | 30.6%[activator] | i | 11.4%
CCCCCCCCc1nc(SCC(C)=O)n[nH]1 | -5.5 | 0.2 | -1.0% | 6.4 | i | 0.5% | i | 11.2%
COC(=O)c1ccccc1NC(=O)CSc1n[nH]c(-c2ccncc2)n1 | -4.7 | 1.3 | 0.7% | 17.3 | i | -3.9% | -29.7% | 4.5%
O=C(O)[C@H](Cc1c[nH]c2ccccc12)Nc1ncccc1[N+](=O)[O-] | -23.4 | 0.1 | -0.7% | -5.0 | i | 3.1% | -28.6% | -4.7%
COCCN(C(=O)c1ccccc1F)c1nnc(-c2ccc(OC)cc2)s1 | -20.7 | -4.5 | -6.7% | -1.2 | i | -7.2% | -32.9%[inhibitor] | 24.2%
COc1ccc(CCNC(=O)C2CCN(S(=O)(=O)c3ccc4c(c3)oc(=O)n4C)CC2)cc1OC | 16.7 | 0.0 | -1.9% | -0.2 | i | -3.9% | -6.6% | 5.8%
CC(C)CN(C(=O)COC(=O)c1cc(=O)[nH]c2ccccc12)c1c(N)n(Cc2ccccc2)c(=O)[nH]c1=O | 13.1 | -30.1* | . | -4.8 | i | 1.4% | i | -4.5%
Cc1cc(C)c(N(CC(=O)NCc2ccccc2)C(=O)c2csnn2)c(C)c1 | 2.0 | 0.5 | 0.5% | -13.8 | i | 9.9% | -2.7% | 7.2%
COc1ccc(CNS(=O)(=O)c2ccc(F)c(C(=O)Nc3ccc(OC)cc3)c2)cc1 | 17.2 | -1.2 | 2.3% | -1.0 | i | -4.3% | -38.6% | -4.0%
CSc1ccccc1OCc1cc(C(=O)N(C)Cc2nonc2C)no1 | -7.8 | -2.2 | 1.0% | -6.5 | i | -3.5% | -30.1%[inhibitor] | 15.7%
CC(C)c1ccc(NC(=O)C2CSC3(C)CCC(=O)N23)cc1 (centres undefined) | -3.5 | 1.9 | 1.0% | 0.6 | i | -3.8% | i | 7.5%
O=C(Nc1cccc2c1C(=O)NC2=O)c1cccc(N2C(=O)CCC2=O)c1 | 11.1 | -2.3 | -0.1% | -2.8 | i | -8.5% | -15.6% | 2.8%

Next entries:
SMILES | D3 antag | CCT modulator | MmCpn inh | D3 ag | Akt phos inh | EPAC2 antag | PTHR1 ag | EPAC2 agonist
CCN(C(=O)c1cc2c(=O)[nH]c3ccc(C)cc3c2s1)c1ccccc1F | 1.2 | 1.8 | -8.6% | 1.9 | i | -29.5% | -10.4% | -0.3%
COc1ccc2cc(CO)c(Cl)nc2c1 | -10.7 | -1.7 | -6.1% | -5.3 | i | 1.5% | -6.1% | 14.9%
CCCn1c(=O)c(F)cn(Cc2ccc(OC)c([N+](=O)[O-])c2)c1=O | 11.0 | 0.3 | 1.5% | -5.0 | i | -0.6% | -59.6%[inhibitor][57.5 µM] | 11.2%
CCOC(=O)c1cc(C(C)C)sc1NC(=O)COC(=O)CCS(=O)(=O)c1ccccc1 | 42.1 | -1.7 | -0.8% | 13.4 | i | -14.4% | i | 5.7%
COCCn1c(SC(C)C(=O)Nc2ccc(N3CCOCC3)cc2)nnc1-c1ccncc1 (centres undefined) | -10.8 | -0.4 | 3.1% | 4.4 | i | 10.9% | i | -1.0%
COc1cccc(C(=O)OCC(=O)c2c(N)n(C)c(=O)n(C)c2=O)c1 | 21.3 | 1.2 | -1.4% | 0.8 | i | 10.9% | -10.6% | 12.2%
S=C(Cc1ccc(Cl)cc1)N1CCOCC1 | -2.5 | -1.3 | 3.0% | -4.3 | i | -13.8% | -5.3% | 5.0%
Cc1cccc(C(=O)NCC(=O)N2CC(=O)Nc3ccccc32)c1 | -4.3 | 0.6 | -1.0% | 0.9 | i | 4.0% | -93.6%[inhibitor] | 9.1%
Cn1c(=O)[nH]c2nnc(-c3ccc(Cl)c(Cl)c3)nc2c1=O | 10.0 | 3.4 | -2.8% | -4.0 | i | 3.7% | -81.0%[inhibitor] | 8.3%
Cc1cc(C(=O)N/N=C/c2ccccc2[N+](=O)[O-])c(C)o1 | -6.7 | -0.7 | -5.2% | 5.1 | i | 3.2% | -36.1%[inhibitor] | 13.5%
Cc1ccc(CCNC(=O)CCS(=O)(=O)c2ccc3c(c2)oc(=O)n3C)cc1 | -24.8 | 1.6 | -0.5% | -13.0&1.6 | i | 12.6% | -21.0% | -8.5%
O=C(Nc1ccc(Br)cc1)c1ccco1 | -15.7 | -1.8 | -1.4% | 1.1 | i | -15.4% | -6.2%[57.5 µM] | 12.0%
COc1cccc(CC(=O)OCC(=O)NC(Cc2ccccc2)C(C)=O)c1 (centres undefined) | -9.5 | -0.3 | 1.6% | -17.5 | i | 11.9% | -32.7%[inhibitor] | 10.1%
COC(=O)c1ccc(CC(=O)c2nc3ccccc3s2)cc1 | -18.3 | 2.3 | -19.0% | 0.9 | i | 2.2% | -9.2% | 9.9%
CCc1ccc(C2NC(=S)NC3=C2C(=O)CC(C)(C)C3)cc1 (centres undefined) | -14.0 | -0.6 | -9.9% | -8.8 | i | -1.7% | i | 12.5%
COc1cc(C=NC2CCCCC2)ccc1O | 22.0 | 0.0 | . | 2.9 | i | -2.3% | i | 0.6%
Cc1c(C(=O)O)sc2nc3n(c(=O)c12)CCC3 | -17.2 | -0.7 | -0.2% | 3.2 | i | 1.9% | i | 0.6%
COc1ccccc1Cc1c(-c2ccc(Cl)cc2)nc2ccc(Br)cn12 | ? | -0.2 | . | -9.6 | i | -2.7% | -20.6% | 8.3%
O=[N+]([O-])c1ccc(-n2ccnc2)cc1 | 10.4 | 2.1 | 0.1% | -7.4 | i | -4.5% | 4.3% | 1.1%
COc1ccc(NC(=O)C(NS(=O)(=O)c2ccc3c(c2)CCCN3C(C)=O)C(C)C)c(OC)c1 (centres undefined) | -22.8 | -0.8 | 0.0% | -5.2 | i | -6.4% | i | 6.4%
O=C(CCNS(=O)(=O)c1ccccc1)NCCSc1ccc(Br)cc1 | 17.1 | -4.5 | 2.6% | 1.3 | i | -7.7% | -41.2%[inhibitor] | 2.1%
O=C(COC(=O)C1CC2C=CC1C2)Nc1ccc2c(c1)OC(F)(F)O2 (centres undefined) | 16.3 | -1.6 | -1.2% | -1.0 | i | -11.0% | i | 8.4%
Nc1nonc1C(=Nc1ccc(Br)cc1)NO | 3.2 | -1.7 | 0.8% | 5.5 | i | -4.4% | i | 6.1%
COc1ccc(S(=O)(=O)Nc2ccncc2)c(C)c1C | 7.5 | 1.3 | -3.6% | 2.4 | i | -0.7% | -6.3% | -3.4%
Cc1cc(O)c(CN(C)C)c2c1C(=O)/C(=C/c1ccco1)O2 | 2.9 | 0.9 | -2.2% | 3.6 | i | 14.2% | i | -7.8%

Ordered by molar mass (high to low): some entries from above.
SMILES | D3 antag | CCT modulator | MmCpn inh | D3 ag | Akt phos inh | EPAC2 antag | PTHR1 ag | EPAC2 agonist
COc1ccccc1Cc1c(-c2ccc(Cl)cc2)nc2ccc(Br)cn12 | ? | -0.2 | . | -9.6 | i | -2.7% | -20.6% | 8.3%
COc1cccc(CC(=O)OCC(=O)NC(Cc2ccccc2)C(C)=O)c1 (centres undefined) | -9.5 | -0.3 | 1.6% | -17.5 | i | 11.9% | -32.7%[inhibitor] | 10.1%
Cc1cccc(C(=O)NCC(=O)N2CC(=O)Nc3ccccc32)c1 | -4.3 | 0.6 | -1.0% | 0.9 | i | 4.0% | -93.6%[inhibitor] | 9.1%

An excerpt; rates above refer to the full screens.
